Bioassay records as filed in PubChem.
FLuc stim CS = affects firefly luciferase, flagging false hits in luciferase stimulation screens; ATPlite luciferase biochemical, luminescence, 10 min; 0 = ATP-free wells, 1 = DMSO control; activation factor at 10 µM; 200,000 tested, under 10 active;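 active means luciferase activation factor, scaled between plate controls, of at least 2 with compound at 10 µM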
Target sequence (P08659 whole entry, looked up): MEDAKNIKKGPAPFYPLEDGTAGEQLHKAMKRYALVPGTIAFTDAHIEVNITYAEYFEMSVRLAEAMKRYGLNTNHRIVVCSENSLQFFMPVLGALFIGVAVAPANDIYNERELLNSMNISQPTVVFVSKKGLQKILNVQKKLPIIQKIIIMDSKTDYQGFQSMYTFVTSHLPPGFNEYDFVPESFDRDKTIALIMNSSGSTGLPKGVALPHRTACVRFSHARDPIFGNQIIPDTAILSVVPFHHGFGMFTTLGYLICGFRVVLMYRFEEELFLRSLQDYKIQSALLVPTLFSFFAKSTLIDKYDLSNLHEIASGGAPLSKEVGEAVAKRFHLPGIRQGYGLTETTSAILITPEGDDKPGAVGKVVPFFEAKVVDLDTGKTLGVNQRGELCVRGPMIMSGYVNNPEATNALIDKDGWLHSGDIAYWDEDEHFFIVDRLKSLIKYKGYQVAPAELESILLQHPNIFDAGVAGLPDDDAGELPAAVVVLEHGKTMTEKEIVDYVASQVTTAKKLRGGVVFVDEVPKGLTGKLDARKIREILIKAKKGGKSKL
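System: cell-free luciferase reagent; medium: PBS as buffer for the ATP substrate; doses: test compounds dosed from 2 mM stocks in 100% DMSO; incubation: 10 min, room temperature; measured by: luminescence from luciferase reaction; read-out: luciferase activation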
HMGR II inh = E. faecalis class II HMG-CoA reductase inhibition; actives 0.41% (n = 190,000); purified E. faecalis HMGR, NADPH absorbance 340 nm kinetic; inhibition, % at 10 µM; AID 1066;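 active means inhibition above a set limit, the median over all tested compounds plus 3 SD, cut at about 9.5% in these data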;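 further: enzyme runs in reverse so mevalonate oxidation gives rising NADPH absorbance; 0% = complete reaction with DMSO and 100% = background rate lacking mevalonate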
Redox H2O2 prof = compounds producing H2O2 with reducing agent – biochemical, NIH compound library profiling, artefact control for MLSCN library redox annotation, primary screen. DTT-dependent redox cycling H2O2, phenol red/HRP absorbance; 100% = 100 µM peroxide control, 0% = buffer. activation, % at 10 µM. actives 0.03% (n = 200,000);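 active means activation of at least 50% relative to the plate's high and low controls in the primary single-dose screen; inactive means activation below 50%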;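 further: compound incubated with DTT at 0.8 mM final as the reducing agent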
NF-kB neuron act = NF-kB expression increase, human neuronal cells; fold change at 12.5 µM; AID 1239; NF-kB reporter expression; active compounds read high; actives 1.6% (n = 190,000); in the data active means fold change above about 3.3
Hsp70 act = Hsp70 transcriptional activation, primary screen. activation, % at 10 µM. AID 1203. HeLa Hsp70 promoter luciferase reporter, luminescence; scaled: vehicle 0, proteasome-inhibitor control 100%. actives 0.04% (n = 200,000);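 active means activation above the mean across all tested compounds plus 3 SD, cutoff set per campaign, cut at about 5.5% in these data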;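 further: 100% = MG132 at 30 µM as the positive control and 0% = DMSO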
FLuc inhib CS = counter-screen for luciferase assay inhibitors: firefly luciferase inhibition. P08659. ATPLite firefly luciferase biochemical luminescence, 10 min. inhibition, % at 10 µM. actives 1.5% (n = 200,000). AID 1006;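 active means inhibition above about 50% when tested at 10 µM, limit read from the data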
G6PDH counter = L. mesenteroides G6PDH inhibition counter-screen; Purified L. mesenteroides G6PDH, diaphorase/resazurin coupled fluorescence, 45 min; inhibition, % at 5 µM; actives 0.12% (n = 200,000); in the data active means inhibition above about 50%
APP transl inh = APP translation inhibition | SH-SY5Y APP 5'UTR-luciferase reporter, luminescence | inhibition, % at 2 µM | actives 0.82% (n = 190,000) | AID 1285;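 active means inhibition above a set limit, derived from the sample mean plus 3 SD, cut at about 45% in these data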; further: values of inactives mirror those of a sister screen read the other way
APP 5'UTR act = activates APP 5'UTR luciferase reporter | actives 1% (n = 190,000) | SH-SY5Y APP 5'UTR luciferase reporter, luminescence; zero percent = DMSO vehicle wells | activation, % at 2 µM;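 active means activation above a set limit, based on mean plus 3 SD of controls, cut at about 140% in these data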; further: values of inactives mirror those of a sister screen read the other way
STAT1 activator = increases IFN-gamma driven STAT1 reporter signal; NIH 3T3 STAT1-luciferase reporter, luminescence; 100% = IFN-gamma alone, no compound; AID 932; actives 2.6% (n = 200,000); activation (% of control), % at 5.5 µM;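 active means activation above the screen-wide mean activation plus 3 SD, cut at about 130% in these data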;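 further: raw ratio to IFN-gamma control signal so 100% means no change and 0% no light; values of inactives mirror those of a sister screen read the other way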
Starred values were filed as active, the others as inactive; / = not tested or not shown.

No.	SMILES	FLuc stim CS	HMGR II inh	Redox H2O2 prof	NF-kB neuron act	Hsp70 act	FLuc inhib CS	G6PDH counter	APP transl inh	APP 5'UTR act	STAT1 activator
1	CCOC(=O)N1CCN(Cc2cc(Cl)c3cccnc3c2O)CC1	1	4	0.3	1.2	-0.4	-1	41	83*	-83	101
2	COc1ccc(-c2ccc(=O)n(CC(=O)Nc3ccc(C(=O)NC4CC4)cc3)n2)cc1OC	1	-4	-2.5	1.1	-0.1	-2	4	4	-4	90
3	Cc1ccc(C(=O)C(C)N2C(=O)NC(C)(c3ccccc3)C2=O)cc1 (centres undefined)	1	1	-0.8	1.2	-0.4	-4	3	-3	3	98
4	CC(C)CCNC(=O)C(=O)NC1CCCC1	1	4	-0.1	2.1	0.0	-3	6	-34	34	116
5	CCOc1ccc(-c2cc(CCCC(=O)NCc3cccnc3)no2)cc1	0.7	0	-2.5	1.9	0.3	27	-1	16	-17	113
6	Cn1cnc2cc(NS(=O)(=O)c3ccc(Br)cc3)ccc21	1	3	2.5	0.81	-0.1	-3	2	1	-1	94
7	Cc1ccc2cc(CN(C(=O)c3ccco3)c3ccccc3)c(=O)[nH]c2c1	1.1	3	-2.3	1	-0.5	-6	-2	-8	8	107
8	CCCCC12CN3CCN(CC(C3)/C1=N\NC(=O)c1ccccc1N)C2	1.1	1	-0.7	1.6	-0.2	-6	0	-36	36	126
9	Cc1ncsc1CCOC(=O)c1ccc([N+](=O)[O-])cc1	1	1	0.6	1.4	-0.2	0	6	13	-13	107
10	CCn1c(=S)sc2c(=O)[nH]c(C)nc21	1	2	8.1	1	-0.3	-5	-4	1	-1	106
11	N#C/C(=C\c1cccs1)C(=O)NCc1cccnc1	1.1	5	-0.1	0.99	-0.1	-6	-1	1	-1	101
12	Cc1ccc(NS(=O)(=O)c2ccc(NC(=O)c3ccc(-c4ccccc4)cc3)cc2)c(C)c1	/	/	-6.2	/	-0.2	/	/	-9	9	92
13	COc1cc(C(C)=O)ccc1Oc1ncnc2c1cnn2-c1ccc(C)c(C)c1	1	-4	1.0	0.86	-0.4	1	-12	1	-1	101
14	COc1ccc(NCc2nnc(SCC(=O)c3ccc(OC)cc3)n2C)cc1	0.9	-6	3.0	1.1	-0.1	6	2	-26	26	103
15	O=C(c1ccc(Br)o1)N(c1ccccn1)C1CCCCC1	1.1	-5	0.2	1	-0.2	-7	6	-5	5	99
16	CNc1cc([N+](=O)[O-])ccc1N/C=C/C(=O)c1cccs1	1	-3	0.4	0.47	-0.3	-4	1	-3	3	105
17	O=S1(=O)C=C(Oc2ccc(F)cc2)c2ccccc21	1	-11	2.3	1.1	0.2	-1	21	-2	2	102
18	Cc1ccc2nc(SCc3ccccc3)c(C=O)c(=O)n2c1	1	-2	0.5	1.1	0.1	-2	-5	-13	13	91
19	C=CCc1cccc2cc(C(=O)N(C)C)c(=O)oc12	1.1	-4	3.9	0.95	-0.1	-8	5	0	0	105
20	COc1ccc(N2CCN(c3nc(Cl)nc(Nc4ccc(F)cc4)n3)CC2)cc1	1	-4	0.1	1.3	-0.2	-4	-7	-4	4	101
21	CCCN(CCC)S(=O)(=O)c1cccc(C(=O)Nc2ccc3c(c2)OCO3)c1	1.1	-4	1.1	0.91	-0.4	-7	2	-9	9	101
22	COc1ccc(NC(=O)COC(=O)C23CC4CC(CC(Cl)(C4)C2)C3)c(OC)c1	1.1	-2	-0.3	1.8	-0.3	-6	-2	-11	11	104
23	CC(C)(C)C(=O)COC(=O)c1cc(-c2ccncc2)nc2ccccc12	1	-3	-2.0	0.99	-0.2	-5	-9	-21	21	100
24	COC(=O)c1sc2nc(SCc3ccccc3C#N)n(N)c(=O)c2c1C	1.1	-2	0.8	1.1	-0.3	-5	-18	-15	15	89
25	COc1cccc(N=c2oc3ccc(OC)cc3cc2-c2nc3ccccc3[nH]2)c1	0.9	-6	1.1	3.1	0.3	13	3	-90	90	135*

Other compounds.
No.	SMILES	FLuc stim CS	HMGR II inh	Redox H2O2 prof	NF-kB neuron act	Hsp70 act	FLuc inhib CS	G6PDH counter	APP transl inh	APP 5'UTR act	STAT1 activator
26	CCOC(=O)Cc1c(C)nc2cc(-c3ccc(Cl)cc3)[nH]n2c1=O	1	-4	1.0	1.4	0.4	2	4	3	-3	103
27	O=C(NCc1cccnc1)c1cc(Cl)ccc1[N+](=O)[O-]	1.1	-4	-0.2	1.4	-0.3	-7	10	-14	14	95
28	Cc1cc(C)nc(-n2nc(C)cc2NC(=O)C(C)C)n1	1	1	-1.5	1.1	0.0	-3	-1	22	-22	99
29	CCOc1ccccc1/C=N/Nc1ccccc1[N+](=O)[O-]	1	-5	4.4	1.4	-0.2	-1	-2	-5	5	96
30	Cc1cc(=O)oc(C)c1C(=O)n1nc(C)c2c1C[C@@H]1[C@H]2C1(C)C	1.1	-4	0.4	0.96	-0.6	-5	8	7	-7	99
31	CCOC(=O)c1sc2nc3c(cc2c1N)C(=O)CC(C)(C)C3	1	-4	0.8	1.2	-0.4	2	-7	2	-2	112
32	COc1cc(NS(=O)(=O)c2ccc(N/C=C\C(=O)c3ccc(C)cc3)cc2)nc(OC)n1	/	/	-7.1	/	0.0	/	/	-14	14	107
33	Cc1nnc(SCC(=O)N2CC(=O)Nc3ccccc32)n1Cc1ccccc1	1	1	1.9	1.1	-0.3	1	4	4	-4	100
34	CN(C)c1ccc(C(=O)/C=C/c2ccc(Br)cc2)cc1	0.7	-5	0.5	1.1	-0.2	30	2	-17	17	122
35	O=C(CC1(O)C(=O)N(C/C=C/c2ccccc2)c2ccccc21)c1ccccn1 (centres undefined)	1	-3	-3.7	3.8*	-0.3	-3	11	57*	-57	94
36	O=C(Nc1ccccc1)OC1C2CCC1C(N1CCCCC1)CC2 (centres undefined)	1.1	-3	1.6	1.2	-0.3	-6	3	-11	11	103
37	CCc1ccc(C2NC(c3ccc(CC)cc3)C([N+](=O)[O-])C(C)(C)C2[N+](=O)[O-])cc1 (centres undefined)	1	3	1.7	0.95	-0.3	4	18	0	0	103
38	O=C(O)CSc1ncnc2sc3c(c12)CCC3	1.1	1	0.9	1	-0.2	-9	6	-10	10	94
39	CN1CC(c2ccccc2)C(c2ccc(Cl)cc2)=N1 (centres undefined)	1	-5	0.0	1	-0.6	-4	15	3	-3	104
40	CC1CN(C(=O)COC(=O)[C@@H]2CC(O)CN2S(=O)(=O)c2ccc3c(c2)OCCO3)CC(C)O1 (some centres undefined)	1.2	0	0.0	1.1	-0.2	-17	-3	17	-17	99
41	Fc1cccc(Cl)c1CSc1nnnn1-c1ccc2c(c1)OCO2	1.1	3	-8.5	0.92	-0.4	-5	-5	-4	4	103
42	COCCNCCOc1ccc(C)cc1[N+](=O)[O-]	1	-2	-0.9	0.95	-0.3	1	6	-4	4	109
43	CCC(CC)c1nnc(NC(=O)CCCN2C(=O)c3ccccc3C2=O)s1	1	-6	-0.2	1.1	0.0	-2	9	8	-8	100
44	CN(CCNC(=O)C1(O)c2ccccc2NC(=O)N1c1ccccc1)Cc1ccccc1 (centres undefined)	1.1	-5	-2.7	0.96	0.1	-5	1	4	-4	90
45	CC1(C)CC(N=Cc2c(O)n(Cc3ccc4c(c3)OCO4)c(=O)c3ccccc23)CC(C)(C)N1	1	1	0.0	1.1	0.2	0	-6	-10	10	97
46	COc1cccc(CNC(=O)CCC2CCCN(C(=O)C3=CC(=O)CC(C)(C)O3)C2)c1 (centres undefined)	1.1	0	-0.6	1.1	-0.3	-9	15	-10	9	98
47	CCN(CC)S(=O)(=O)c1c(OC)cc(C)c(Cl)c1C	1	-5	-0.2	0.78	-0.3	-4	20	-1	1	97
48	O=C1C[C@@H](c2ccc(O)cc2)Oc2cc(O)cc(O)c21	1	0	0.0	1	0.2	-1	14	-20	20	94
49	CCN(CC)c1nc(Nc2ccc(Cl)cc2)nc(OCC#N)n1	1	1	0.4	1.4	0.1	0	0	-12	12	117
50	N#Cc1nc(COc2ccc(Cl)cc2Cl)oc1N1CCN(c2ccccc2)CC1	1	-2	-0.2	1.3	0.1	-1	6	12	-12	106

Additional results follow.
No.	SMILES	FLuc stim CS	HMGR II inh	Redox H2O2 prof	NF-kB neuron act	Hsp70 act	FLuc inhib CS	G6PDH counter	APP transl inh	APP 5'UTR act	STAT1 activator
51	Cc1c(C#N)c2ncnc(N)c2n1-c1ccccc1	1	-8	1.9	0.99	-0.1	-2	4	-7	7	101
52	CCCCn1c(SCC(=O)NNC(=O)c2ccco2)nnc1-c1ccco1	1	-6	-0.2	1.1	0.3	-3	-1	-4	4	112
53	COc1ccc(NC(=O)c2cc(Br)ccc2Cl)c(OC)c1	1	0	0.0	1.1	-0.1	2	14	-6	6	93
54	Cc1nc2ccccc2c(=O)n1/N=C/c1cccnc1	1	-1	0.7	1	0.0	-4	1	-16	16	100
55	O=C(CSc1nnc(Cc2cccs2)n1-c1ccccc1)NC1CCCCC1	1	-3	0.5	0.9	0.5	1	2	2	-2	98
56	Cc1noc(C)c1COC(=O)CCCc1c[nH]c2ccccc12	1	-1	-1.4	1.2	-0.2	1	18	17	-17	88
57	COc1ccc(CNC(=O)CSc2nnc(C)s2)cc1	1.1	-1	-0.8	1.5	-0.3	-5	0	-18	46	96
58	CCOC(=O)c1cc(-c2ccccc2)nc2nc(N3CCCCC3)sc12	1	-2	/	0.91	-0.4	-4	1	-2	2	96
59	O=C(Nc1cccnc1)C1CCCN(S(=O)(=O)c2ccccc2)C1 (centres undefined)	1.1	-6	-0.1	1.1	-0.3	-8	-1	-8	8	104
60	CN(C)S(=O)(=O)Nc1ccc(NS(=O)(=O)N(C)C)c(S(=O)(=O)c2ccccc2)c1	1.1	-2	-0.1	0.98	0.1	-12	16	-2	2	97
